LYP phosphatase = inhibitors of LYP phosphatase, biochemical, fluorescence intensity, uHTS (AID 1779). Tyrosine-protein phosphatase non-receptor type 22 (Homo sapiens). recombinant LYP phosphatase, fluorescence intensity; higher % means a stronger effect. inhibition, % at 11.5 µM, or IC50 in µM where a hit was titrated. 0.054% of 290,000 active;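 further: plate controls were vehicle with enzyme for no effect and no enzyme for full effect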
Dynein transport = inhibitors of GR-EGFP nuclear translocation, primary screen, dynein cargo transport inhibitor project, imaging, high-content, 3617.4 mouse cells; test concentration mostly 20 µM; stimulated with dexamethasone, 1 µM; active compounds read low; z-score, hits read low; 0.47% of 220,000 active; AID 1381, 2008;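 active means plate z-score of nuclear minus cytoplasmic receptor signal below a set negative limit, without overly bright fluorescence or cell loss, cut at about -3.5 in these data, passing the limit was not always enough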;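 further: z-score of nuclear minus cytoplasmic ring GR-EGFP intensity difference per well; some compounds called inactive have numbers as strong as hits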
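Schedule: 48 h induction, then 1 h compound, then 30 min agonist, 37 °C. Buffer or medium: tetracycline-free induction medium containing charcoal-stripped FBS. Reagent: 1.0 µM final dexamethasone stimulus. Evaluation: nuclear versus cytoplasmic GR-EGFP signal, averaged per well. Signal: high-content fluorescence imaging after fixation.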
human PMI inhibitors = human PMI inhibitors, high substrate, primary screen, biochemical, fluorescence intensity, high mannose 6-phosphate (AID 1220) | recombinant PMI enzyme, coupled fluorescence intensity; higher % means a stronger effect | one-dose inhibition, % at 20 µM; IC50 in µM for titrated hits | 0.66% of 190,000 active
XIAP displacement = XIAP antagonists, biochemical, IAP family, fluorescence polarization (AID 1018) | 0.007% of 200,000 active | E3 ubiquitin-protein ligase XIAP (Homo sapiens) | one-dose displacement, % at 20 µM; IC50 in µM for titrated hits | XIAP BIR domain, fluorescence polarization peptide displacement; higher % means a stronger effect; in the data active means displacement above about 50%; further: a part of the inactive calls stands beside numbers as strong as those of hits
P. falciparum M1AAP = P. falciparum M1AAP inhibitors, biochemical, fluorogenic H-Leu-NHMec substrate, 1536-well (AID 1445). Aminopeptidase N (Plasmodium falciparum (isolate 3D7)). recombinant M1AAP, H-Leu-NHMec fluorogenic kinetic assay; higher % means a stronger effect. inhibition, % at 30 µM; hits with a dose series show IC50 in µM. 0.42% of 220,000 active;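 active means primary inhibition above the hit cutoff, then over 50% inhibition at one or more dose response concentrations, cut at about 23% in these data, passing the limit was not always enough; inconclusive means conflicting primary data, or primary hits not chosen for dose response; inactive means low primary inhibition, or under 50% at every dose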;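 further: plate controls were DMSO full reaction for no effect and no enzyme background for full effect; strong numbers were not always called active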
Siah-1 displacement = Siah-1 peptide-binding antagonists, primary screen, biochemical, fluorescence polarization, rhodamine-plectin, uHTS (AID 1817). E3 ubiquitin-protein ligase SIAH1 (Homo sapiens). Siah-1 / rhodamine-plectin peptide fluorescence polarization; higher % means a stronger effect. displacement, % at 20 µM, or IC50 in µM where a hit was titrated. 0.02% of 290,000 active;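 active means displacement of at least 50% at 20 µM, with a fluorescence ratio check between 0.3 and a set limit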;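 further: plate controls were Siah plus tracer with DMSO for no effect and tracer alone without Siah for full effect; strong numbers were not always called active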
M17LAP inhibition = P. falciparum M17LAP inhibitors, primary screen, biochemical, fluorogenic H-Leu-NHMec substrate, 1536-well (AID 1619); Leucine aminopeptidase (Plasmodium falciparum (isolate 3D7)); recombinant M17LAP, H-Leu-NHMec fluorogenic kinetic assay; higher % means a stronger effect; 0.38% of 220,000 active; inhibition, % at 30 µM, or IC50 in µM where a hit was titrated;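 active means compound inhibiting the enzyme by more than half at any dose during confirmatory dose-response retesting; inconclusive means strong single-dose inhibitors picked by rank but not retested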;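 further: plate controls were full reaction with DMSO carrier for no effect and no enzyme background for full effect; strong numbers were not always called active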
human PMI inhibition = inhibitors of human PMI, primary screen, biochemical, fluorescence intensity, coupled assay (AID 1209). purified PMI enzyme, coupled fluorescence intensity; higher % means a stronger effect. 0.42% of 190,000 active. inhibition, % at 20 µM, or IC50 in µM where a hit was titrated. Mannose-6-phosphate isomerase (Homo sapiens);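 further: plate controls were DMSO vehicle for no effect and wells lacking substrate for full effect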
AID2073 = inhibitors of Mint1-CaV2.2 protein interaction, biochemical, HTRF (AID 2073). Voltage-dependent N-type calcium channel subunit alpha-1B (Homo sapiens). HTRF protein-protein interaction, Mint1-CaV2.2; higher % means a stronger effect. one-dose inhibition, % at 20 µM; IC50 in µM for titrated hits. 0.19% of 290,000 active; in the data active means inhibition mostly above about 51%, no sharp cut-off; inconclusive means no clear call, values can overlap the other calls; inactive means mostly below about 53%; further: some results filed as inactive read as strong as hits
Dynein transport cytoplasmic EGFP = recorded beside Dynein transport, whose call it bears; z-score; measured here: cytoplasmic GR-EGFP intensity; active compounds read high
Dynein transport nuclear GR-EGFP = further read-out of Dynein transport, marked with its call; z-score; measured here: nuclear GR-EGFP intensity;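 lower value marks the stronger effect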
Dynein transport cell count = recorded beside Dynein transport, whose call it bears; z-score; measured here: cell count per field
* = called active by the depositor; ? = inconclusive; . = no result given. Unless noted, no stated cut-off is given here; in the data, active means inhibition above about 50%; inactive means the rest.

Preview, 4 compounds:
LYP phosphatase	Dynein transport	Dynein transport cytoplasmic EGFP	Dynein transport nuclear GR-EGFP	Dynein transport cell count	human PMI inhibitors	XIAP displacement	P. falciparum M1AAP	Siah-1 displacement	M17LAP inhibition	human PMI inhibition	AID2073	molecule
1%	.	.	.	.	4%	-4.9%	2%	0%	1%	1%	8%	OC[C@H]1O[C@@H](Oc2cc(O)cc(/C=C/c3ccc(O)cc3)c2)[C@H](O)[C@@H](O)[C@@H]1O
-7%	0.16	-0.2	0.52	-0.19	.	.	4%	3%	6%	.	?	CCCCn1c(=O)[nH]c(=O)c2c1nc(-c1ccc(-c3ccc(F)cc3)o1)n2C
-1%	-10	33	-0.66	0.53	.	.	6%	-1%	6%	.	-7%	Nc1c(C(=O)c2ccc(Cl)cc2)sc2nsc(SCCN3CCOCC3)c12
-1%	-0.75	-0.23	-0.42	0.29	.	.	2%	10%	15%	.	-11%	CCOC(=O)C1=C(c2ccccc2)Nc2ncnn2C1c1ccc(O)cc1 (stereo unspecified)

All compounds of this part, repeating the preview:
LYP phosphatase	Dynein transport	Dynein transport cytoplasmic EGFP	Dynein transport nuclear GR-EGFP	Dynein transport cell count	human PMI inhibitors	XIAP displacement	P. falciparum M1AAP	Siah-1 displacement	M17LAP inhibition	human PMI inhibition	AID2073	molecule
1%	.	.	.	.	4%	-4.9%	2%	0%	1%	1%	8%	OC[C@H]1O[C@@H](Oc2cc(O)cc(/C=C/c3ccc(O)cc3)c2)[C@H](O)[C@@H](O)[C@@H]1O
-7%	0.16	-0.2	0.52	-0.19	.	.	4%	3%	6%	.	?	CCCCn1c(=O)[nH]c(=O)c2c1nc(-c1ccc(-c3ccc(F)cc3)o1)n2C
-1%	-10	33	-0.66	0.53	.	.	6%	-1%	6%	.	-7%	Nc1c(C(=O)c2ccc(Cl)cc2)sc2nsc(SCCN3CCOCC3)c12
-1%	-0.75	-0.23	-0.42	0.29	.	.	2%	10%	15%	.	-11%	CCOC(=O)C1=C(c2ccccc2)Nc2ncnn2C1c1ccc(O)cc1 (stereo unspecified)
-2%	0.99	-0.19	0.77	0.039	-8%	-1.3%	11%	-5%	16%	2%	-3%	O=C(O)/C(=C\c1ccco1)NC(=O)c1cccc2ccccc12
-4%	-0.049	-0.074	0.17	-0.36	0%	-4.7%	4%	0%	0%	-2%	0%	COc1ccc(OC)c(C(=O)CC2OC(=O)c3ccccc32)c1 (stereo unspecified)
-8%	-0.7	0.36	-0.42	0.55	-5%	-8.8%	-6%	-6%	22%	3%	24%	Cc1ccc(NC(=O)c2c(C)nn(-c3ccccc3)c2Cl)c(C)c1
1%	-4.3*	0.86*	-2.2*	0.5*	8%	-2.4%	4%	-1%	7%	6%	?	CCSc1nc2ccccc2n1C(=O)/C=C\c1ccc(OC)c(OC)c1
-1%	-0.63	-0.27	-0.38	0.88	.	.	3%	-1%	7%	.	-11%	CCOC(=O)n1c(O)c(N=NC(N)=S)c2cc(C)ccc21
0%	0.036	-0.26	0.025	0.089	-10%	-4.4%	1%	0%	2%	-13%	26%	O=C(NCc1ccccc1)C1Cc2ccccc2CN1C(=O)c1ccco1 (stereo unspecified)
1%	-0.043	-0.26	-0.19	-0.18	5%	-3.5%	8%	1%	-4%	3%	-8%	CCOc1cc(/C=N/NC(=O)Cc2ccc(C(F)(F)F)cc2[N+](=O)[O-])ccc1O
-3%	2.1	-0.21	1	-1.4	6%	-4.0%	1%	-1%	8%	-4%	-2%	COCC(=O)Nc1nc2ccc(S(C)(=O)=O)cc2s1
-9%	-0.24	-0.11	-0.2	-1.5	28%	-3.5%	-3%	-2%	-4%	12%	1%	COc1ccc(CN2CCNC(=O)C2CC(=O)N2CCCCO2)c(OC)c1 (stereo unspecified)
3%	0.11	-0.22	0.15	0.085	9%	-4.0%	2%	-1%	12%	15%	9%	O=C(N/N=C/c1ccc(O)cc1)/C(=C/c1ccccc1)CCO
4%	0.27	0.29	0.47	0.37	18%	-12%	0%	0%	-9%	15%	2%	Cc1nnsc1C(=O)N/N=C/c1ccccc1
-5%	-0.78	-0.19	-0.58	-0.29	0%	-4.0%	5%	3%	-7%	15%	12%	Cc1cccc(-n2cc(CN(C)Cc3nccn3C)c(-c3cccc(F)c3)n2)c1
10%	-0.77	-0.22	-0.19	-0.097	21%	2.8%	-6%	11%	-7%	14%	1%	Oc1ccccc1-c1cc(C(F)(F)C(F)F)[nH]n1
-10%	-0.45	-0.2	-0.21	0.24	-1%	-1.1%	-2%	1%	-1%	-4%	0%	COc1ccc(N2C(=NC(C)=O)SC3CS(=O)(=O)CC32)cc1OC (stereo unspecified)
-2%	-0.75	-0.3	-0.58	0.22	10%	-2.2%	-1%	-1%	-19%	8%	-5%	CCCCc1ccc(-n2nnnc2SCC(=O)Nc2cc(OC)c([N+](=O)[O-])cc2C)cc1
-9%	-0.7	-0.21	-0.049	0.95	.	-7.4%	13%	-8%	-49%	.	27%	CCC(=O)Nc1ccc2c(c1)nc1n2CCN(C2CCCCC2)C1

Taken from the listing (2 entries):
LYP phosphatase	Dynein transport	Dynein transport cytoplasmic EGFP	Dynein transport nuclear GR-EGFP	Dynein transport cell count	human PMI inhibitors	XIAP displacement	P. falciparum M1AAP	Siah-1 displacement	M17LAP inhibition	human PMI inhibition	AID2073	molecule
-2%	-0.75	-0.3	-0.58	0.22	10%	-2.2%	-1%	-1%	-19%	8%	-5%	CCCCc1ccc(-n2nnnc2SCC(=O)Nc2cc(OC)c([N+](=O)[O-])cc2C)cc1
-9%	-0.7	-0.21	-0.049	0.95	.	-7.4%	13%	-8%	-49%	.	27%	CCC(=O)Nc1ccc2c(c1)nc1n2CCN(C2CCCCC2)C1

More entries:
LYP phosphatase	Dynein transport	Dynein transport cytoplasmic EGFP	Dynein transport nuclear GR-EGFP	Dynein transport cell count	human PMI inhibitors	XIAP displacement	P. falciparum M1AAP	Siah-1 displacement	M17LAP inhibition	human PMI inhibition	AID2073	molecule
0%	-0.3	-0.26	0.18	-0.57	-9%	0.0%	10%	-9%	1%	-10%	60%	CCc1cc2c(=O)n(Cc3ccco3)c(SCC(=O)N(C)C3CCS(=O)(=O)C3)nc2s1 (stereo unspecified)
2%	0.34	-0.26	0.46	0.017	6%	-7.8%	13%	-8%	-8%	14%	-9%	Cc1ccc(Nc2nc(CSc3nnc(-c4ccccc4C)n3C)cs2)cc1
5%	-0.29	-0.22	-0.67	0.54	13%	-5.2%	4%	0%	-9%	16%	12%	Cc1cccc(Oc2ncnc3oc(-c4ccccc4)cc23)c1C
1%	0.8	-0.25	0.59	-0.36	-7%	7.0%	5%	4%	0%	-6%	45%	O=C(CSc1nnc(SCc2ccccc2)s1)N/N=C/c1c[nH]c2ccccc12
-8%	-0.8	-0.17	-0.51	0.4	-10%	-2.6%	-1%	-1%	5%	-5%	6%	Cc1ccc(N2C(=O)C(Cl)=C(NCCO)C2=O)c(C)c1
-5%	0.54	-0.18	0.26	0.038	2%	-0.2%	3%	5%	4%	3%	7%	Cn1c(CNc2ccc(Cl)cc2)nnc1SCc1ccccc1
-8%	-0.016	-0.27	-0.68	0.57	7%	-2.0%	3%	0%	-2%	10%	10%	O=C(c1ccccc1Cl)N1CCN(c2ccccn2)CC1
-18%	0.16	-0.23	0.1	0.38	-9%	-1.9%	0%	-1%	-8%	-4%	3%	Cc1cc(C)n2cc(CSc3nnnn3-c3ccccc3C)nc2n1
-3%	-0.94	-0.19	-0.73	0.35	4%	-9.3%	-2%	-5%	-1%	4%	-27%	CCOc1ccc(-n2c(=O)c3c4c(sc3n(CC(=O)NCC3CCCO3)c2=O)CCC4)cc1 (stereo unspecified)
-2%	-1.2	-0.26	-0.38	0.73	3%	-4.6%	0%	-1%	3%	2%	-25%	COc1ccc(OC)c(NC(=S)NCc2ccc(S(N)(=O)=O)cc2)c1
-2%	1.1	-0.19	0.65	-0.48	0%	-9.1%	3%	-4%	40%	-8%	4%	Cc1cc(NS(=O)(=O)c2ccc(NC(=O)CSc3nnc(-c4ccco4)n3C)cc2)nc(C)n1
-6%	-0.25	-0.21	-0.13	0.19	3%	-3.0%	3%	18%	26%	0%	-11%	CCc1cc2c(NC3CCCC3)ncnc2s1
0%	0.16	0.13	0.49	-0.74	5%	-18%	4%	0%	-2%	-2%	1%	O=C1CCCN1CCCN1C(=O)N[C@@H](Cc2ccccc2)C1=O
-9%	1.4	-0.21	1.4	-0.9	-22%	-4.9%	3%	-4%	10%	-25%	9%	CCOC(=O)c1cc(NC(=O)/C=C\C(=O)O)ccc1Cl
-2%	-1.7	-0.16	-0.81	0.31	15%	-2.8%	3%	3%	1%	14%	-1%	COc1ccc(CCNc2ncnc3nc[nH]c23)cc1OC
-4%	1.9	-0.031	1.3	-2.1	-5%	-0.4%	9%	-1%	7%	4%	-6%	CCC1(CC)C(=O)C(C)(C)C(=O)OC1c1cccs1 (stereo unspecified)
-2%	-0.56	-0.24	-0.24	0.26	.	.	2%	21%	-6%	.	7%	O=c1[nH]ncc(N/N=C\c2cccnc2)c1Cl
-8%	0.92	-0.32	0.54	0.042	8%	-8.2%	2%	0%	5%	18%	-6%	O=C(c1cccs1)c1coc2ccc(O)cc12
-2%	0.24	-0.37	-0.28	-0.15	7%	-4.3%	0%	1%	-2%	1%	8%	O=C(CCc1c[nH]c2ccccc12)NCC1COc2ccccc2O1 (stereo unspecified)
-5%	0.62	-0.31	0.14	-0.42	-3%	-6.3%	14%	-2%	-10%	-6%	10%	N#CCc1nc(CSc2nc3ccccc3o2)cs1
-3%	-1.9	-0.32	-0.9	7.4	-51%	-2.9%	8%	-2%	20%	-55%	-1%	O=C(CN1CCN(c2ccccc2F)CC1)c1ccc2cc[nH]c2c1
-8%	-0.2	-0.23	0.037	0.61	17%	-13%	5%	1%	8%	17%	-23%	O=C(CNC(=S)NC(=O)c1cccs1)c1ccccc1
7%	-0.0025	-0.29	0.54	-0.098	15%	-2.3%	0%	-1%	1%	8%	-13%	O=C(Nc1cccnc1)Nc1ccc(Cl)cc1Cl
